# Menin MLL FP TR: displaces Texas Red mutant MLL peptide from human menin. O00255. Menin + Texas Red MLL mutant peptide, fluorescence polarization. Potency, µM (titrated, usually from 61.6 µM), for the others: top-dose FP activity change, negative = inhibition, most hits filed as inhibitors. 270,000 tested, 0.23% active; active = well fitted inhibition curve with a large enough effect in the polarisation, with a control signal flat, not every such curve was filed as active; inconclusive = small, poorly fitted or top-dose-only effect, or effect the other way, or a change in a side signal; inactive = no such curve, though single readings can be large or run the other way; the % refers to the polarisation; also: potency is read from the fitted curve at half-maximal effect; % of control where 0% means no effect; many of its hits are not listed in these tables
# Target sequence (O00255 whole entry, looked up): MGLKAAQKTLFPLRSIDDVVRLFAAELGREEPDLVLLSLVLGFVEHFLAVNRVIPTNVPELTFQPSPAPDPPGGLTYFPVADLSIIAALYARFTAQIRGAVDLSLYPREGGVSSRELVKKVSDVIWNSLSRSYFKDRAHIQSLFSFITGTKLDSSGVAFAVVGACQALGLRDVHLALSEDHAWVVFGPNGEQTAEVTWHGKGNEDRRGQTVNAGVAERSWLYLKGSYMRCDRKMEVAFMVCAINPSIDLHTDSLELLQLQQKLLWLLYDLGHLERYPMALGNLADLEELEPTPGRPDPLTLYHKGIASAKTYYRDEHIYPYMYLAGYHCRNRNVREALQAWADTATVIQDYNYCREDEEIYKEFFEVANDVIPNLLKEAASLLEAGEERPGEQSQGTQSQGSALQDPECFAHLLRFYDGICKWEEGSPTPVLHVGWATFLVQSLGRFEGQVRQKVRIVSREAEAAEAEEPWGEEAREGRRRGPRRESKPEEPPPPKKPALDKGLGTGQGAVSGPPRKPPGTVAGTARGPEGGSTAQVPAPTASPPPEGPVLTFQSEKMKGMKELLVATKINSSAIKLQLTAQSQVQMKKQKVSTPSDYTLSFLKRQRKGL
# PKM2 act: PKM2 (human) enzyme activation; purified PKM2, Kinase-Glo ATP luminescence, activation; response scale: 0% is enzyme alone, no compound; Potency, µM (titrated, usually from 57.5 µM), for inactives: at the highest dose activation, actives largely listed as activators; P14618; 260,000 tested, 0.34% active; also: potency is read from the fitted curve at half-maximal effect; % is scaled to controls: 0 for no effect and ±100 for the full control effect; nearly all actives have a fitted effect of over 55% in size
# Target sequence (P14618 whole entry, looked up): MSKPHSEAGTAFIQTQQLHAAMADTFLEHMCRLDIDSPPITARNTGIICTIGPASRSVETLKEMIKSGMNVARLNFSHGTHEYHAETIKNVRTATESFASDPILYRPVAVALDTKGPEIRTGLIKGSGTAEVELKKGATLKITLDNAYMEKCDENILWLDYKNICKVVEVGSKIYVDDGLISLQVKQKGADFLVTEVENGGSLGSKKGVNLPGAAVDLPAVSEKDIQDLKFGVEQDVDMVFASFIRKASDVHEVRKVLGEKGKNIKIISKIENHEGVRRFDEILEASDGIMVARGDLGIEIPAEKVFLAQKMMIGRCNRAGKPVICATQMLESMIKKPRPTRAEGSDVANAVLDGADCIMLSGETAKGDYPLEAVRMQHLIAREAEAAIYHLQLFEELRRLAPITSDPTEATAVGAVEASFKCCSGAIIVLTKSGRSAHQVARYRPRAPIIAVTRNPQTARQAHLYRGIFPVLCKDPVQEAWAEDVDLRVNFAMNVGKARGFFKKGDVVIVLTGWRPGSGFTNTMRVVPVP
#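 hPK-M2, >95% pure; 0.1 mM ADP / 0.5 mM PEP final; imidazole pH7.2 buffer w/ 7 mM MgCl2, 50 mM KCl; 1 h RT; Kinase-Glo lum. Intermediate enzyme activity for dual inhibitor/activator qHTS.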
# MBNL1-CUG inh: MBNL1-poly(CUG) RNA binding inhibition. Potency, µM (series often up to 57.5 µM), without a hit: at the highest dose activity change, negative = inhibition, usual class: inhibitors. TR-FRET MBNL1-His/biotin-(CUG)12 binding, 665/545 ratio. 280,000 tested, 0.036% active. Q9NR56; active = well fitted inhibition curve with a large enough effect in the signal ratio, with a control signal flat, not every such curve was filed as active; inconclusive = small, poorly fitted or top-dose-only effect, or effect the other way, or a change in a side signal; inactive = no such curve, though single readings can be large or run the other way; the % refers to the signal ratio; also: potency is read from the fitted curve at half-maximal effect; % is scaled to controls: 0 for no effect and ±100 for the full control effect
#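 His-tagged MBNL1 binding to biotinylated (CUG)12 RNA was measured by TR-FRET using terbium anti-His antibody (0.055 ng/ul final) and streptavidin-XL665 (5 nM final). Compounds were titrated 92 nM to 58 uM; 60 min at room temperature.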
# VP16 counter: counter-screen for ROR gamma inhibitors: Gal4-VP16 reporter; Drosophila S2 Gal4-VP16 UAS-luciferase, luminescence, 20 h; Potency, µM (top dose mostly 53.6 µM), inactives show at the highest dose activity, negative = inhibition, actives largely listed as inhibitors; 310,000 tested, 3.5% active;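 also: Gal4-VP16 expression switched on by copper sulfate through the metallothionein promoter; potency is read from the fitted curve at half-maximal effect; % is scaled to controls: 0 for no effect and ±100 for the full control effect; nearly all actives have a fitted effect of over 50% in size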
# ELG1 repair inh: ELG1-dependent DNA repair inhibition; AID 504467; 330,000 tested, 2.3% active; HEK293T ELG1-luciferase reporter, luminescence, 16 h; DNA damage induced by 5-fluorouridine; Potency, µM (titrated, usually from 46.1 µM), for the others: at the highest dose activity change, negative = inhibition, actives largely listed as inhibitors; also: potency is read from the fitted curve at half-maximal effect; % is scaled to controls: 0 for no effect and ±100 for the full control effect; nearly all actives have a fitted effect of over 55% in size
#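 Luminescence from the luciferase reporter, measured 30 min after ONE-Glo reagent at room temperature, was the read-out. Beforehand, 2,000 cells per well were exposed for 16 hr at 37 °C to 5-fluorouridine together with compound or vehicle.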
# Mito fusion act: blocks mitochondrial division or promotes mitochondrial fusion | S. cerevisiae fusion-defective mutant growth rescue, CellTiterGlo 48 h | Potency, µM (top dose mostly 46.1 µM), for the others: at the top dose growth rescue (activation), most hits filed as activators | 320,000 tested, 0.23% active | AID 485298;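 also: potency is read from the fitted curve at half-maximal effect; % of control where 0% means no effect; nearly all actives have a fitted effect of over 45% in size; temperature-sensitive fusion mutants such as fzo1-1 at 37 °C on non-fermentable ethanol glycerol medium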
#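 Read-out: ATP-based luminescence (CellTiterGlo, 10 min ambient) reporting growth of fusion-defective ts yeast after 48 hours at 37C on glycerol/ethanol YPEG medium in the presence of compound.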
# NPC1 promoter act: activates the NPC1 promoter. 320,000 tested, 2.4% active. Potency, µM (doses to about 9.22 µM), for the others: top-dose activation, hits mostly activators. Huh7 NPC1 promoter luciferase reporter, 24 h. AID 485313;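 also: potency is read from the fitted curve at half-maximal effect; % of control where 0% means no effect; nearly all actives have a fitted effect of over 60% in size; reporter is driven by a mutant NPC1 promoter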
#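 Stable NPC1-promoter luciferase Huh7 line; cpd (DMSO) 24 h, 37 °C, 5% CO2; Amplite luciferase reagent 10 min RT; luminescence readout. qHTS format.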
# RORgamma inh: ROR gamma (mouse) transcription inhibition; P51450; Drosophila S2 Gal4-RORgamma UAS-luciferase reporter, 20 h; Potency, µM (series often up to 53.6 µM), without a hit: top-dose activity change, negative = inhibition, usual class: inhibitors; 310,000 tested, 5.4% active; also: potency is read from the fitted curve at half-maximal effect; % is scaled to controls: 0 for no effect and ±100 for the full control effect; nearly all actives have a fitted effect of over 60% in size
#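 Luminescence from a UAS-regulated Photinus luciferase reporter in stably transfected Drosophila Schneider cells is measured; decreased signal marks ROR gamma inhibition. Fusion expression is induced by 700 uM copper sulfate for 20 hr.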
# KCNH2 3.1 inh: KCNH2 3.1 (human) potassium channel inhibition; U2OS KCNH2 3.1, thallium flux FluxOr; active compounds read low; 340,000 tested, 0.95% active; AID 720553; activity change, % (tested at about 1.8 µM);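 active = maximum activity change below -70%; inconclusive = maximum activity change from -70% to -50%; inactive = maximum activity change above -50%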;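 also: thallium influx rate constant from kinetic fluorescence after stimulation buffer; % is scaled to controls: 0 for no effect and ±100 for the full control effect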
#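 Measured as rate of thallium-driven FluxOr signal in transduced U2OS cells carrying the 3.1 channel, read kinetically for 2 min upon stimulation; values are rate constants scaled to DMSO control wells.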
# FLuc counter: inhibits or activates purified firefly luciferase, miR-21 counter-screen; AID 588342; Potency, µM (titrated, usually from 57.5 µM), without a hit: at the highest dose activity change, negative = inhibition, usual class: inhibitors; 360,000 tested, 6.9% active; purified FLuc, Km substrates, luminescence inhibition;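 also: potency is read from the fitted curve at half-maximal effect; plate controls were vehicle for no effect and reference inhibitor for full effect; nearly all actives have a fitted effect of over 55% in size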
#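 Purified P. pyralis luciferase (10nM final) with 10uM D-luciferin and 10uM ATP (Km levels) in 50mM Tris acetate pH 7.5, 10mM Mg acetate, 0.01% Tween-20, 0.05% BSA; qHTS 6-point titration, ~60 µM downward; luminescence read.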
# Rab9 promoter act: Rab9 promoter activation; Huh7 Rab9 promoter-luciferase reporter, luminescence, 24 h; Potency, µM (series often up to 9.22 µM), inactives show at the highest dose activation, negative = inhibition, actives largely listed as activators; 320,000 tested, 2.8% active; also: potency is read from the fitted curve at half-maximal effect; % of control where 0% means no effect; nearly all actives have a fitted effect of over 60% in size
#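 Luminescence from Amplite-detected luciferase (10 minutes, ambient) reports Rab9 promoter activation. Before that, stable Rab9-luciferase Huh7 cells (1500/well, reduced-serum OP-MEM I plus 10% FBS) were exposed to compound for 24 hours at 37C.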
# The depositor's hits bear a star; ? = inconclusive; · = not tested or not shown; [ ] = dose if it differs, or a comment. Unless noted, calls follow the shape of the dose curve; as a rule, active = well fitted curve in the direction sought with a large enough effect; inconclusive = small, poorly fitted or top-dose-only effect, or another doubt; inactive = no such curve, though single readings can be large; an effect the other way counts as inactive or inconclusive. An excerpt; count on the stated rates, not on these rows.
SMILES,Menin MLL FP TR,PKM2 act,MBNL1-CUG inh,VP16 counter,ELG1 repair inh,Mito fusion act,NPC1 promoter act,RORgamma inh,KCNH2 3.1 inh,FLuc counter,Rab9 promoter act
CSCCC(NS(=O)(=O)c1ccc2c(c1)oc(=O)n2C)C(=O)NC1CCC(C)CC1 (stereo not given),-3.5%,4.0%,-8.3%,-1.0%,7.7%,-6.8%,-4.0%,-3.1%,3.6,9.9%,-4.2%
CCC(C)NC(=O)Cc1c(C)c2cc3c(cc2oc1=O)OC(C)(C)CC3 (stereo not given),?,·,5.3%,-12.9%,?,-1.0%,?,36.2%,8.5,?,3.98µM*
CC1CCN(C(=O)c2[nH]cnc2C(=O)N[C@@H](C)C(=O)OCc2ccccc2)CC1,·,-5.1%,-4.5%,-12.0%,20.3%,?,-3.5%,-31.6%,3.3,2.6%,-9.9%
CC1S/C(=N/N=C/c2ccco2)N(Cc2ccccc2)C1=O (stereo not given),·,?,10.1%,-4.4%,?,-3.9%,?,76.5%,-15.2,?,21.8%
Cc1cc(NC(=O)c2cccc(S(=O)(=O)N(C)C)c2)n(-c2ccccn2)n1,10.3%,2.8%,-5.3%,1.2%,?,9.2%,-3.3%,-8.1%,-9.9,-18.9%,1.0%
COc1cc(OC)cc(C(=O)N2CCC3(CC2)NCCc2[nH]cnc23)c1,·,·,-6.0%,-2.5%,15.6%,-1.2%,-2.9%,1.0%,6.5,0.9%,-0.4%
COc1ccccc1/C=C1\CCCC2=C1Nc1nnnn1C2c1ccccc1OC (stereo not given),-10.5%,5.9%,1.4%,14.1µM*,-13.4%,?,-1.6%,?,-11.0,-17.1%,-3.6%
CN(Cc1ccccc1Cl)C(=O)C1CC(=O)N(c2ccc3c(c2)OCCO3)C1 (stereo not given),·,·,·,·,11.6%,6.1%,0.7%,·,4.8,-6.5%,-0.2%
COc1cc(/C=C2\COC/C(=C\c3ccc(O)c(OC)c3)C2=O)ccc1O,·,?,-18.6%,?,?,-7.8%,-11.2%,?,7.4,16.9µM*,-42.7%[inhibitor]
Cn1c(=O)c2c(nc(NCc3ccccc3)n2CC(N)=O)n(C)c1=O,·,0.6%,-16.4%,-1.0%,-6.1%,-10.8%,-1.1%,13.7%,3.3,2.2%,-2.2%
COC(=O)c1cc(OC)c(OC)cc1NC(=O)CN1CCOCC1,?,-10.7%,1.6%,1.5%,7.5%,-2.0%,-0.4%,?,4.7,1.4%,-3.5%
O=C(C1CCCN(S(=O)(=O)c2ccccc2)C1)N1CCN(c2ccc(F)cc2)CC1 (stereo not given),-9.5%,1.5%,-5.1%,-1.4%,11.6µM*,3.98µM*,-12.1%,16.8%,10.7,-2.0%,-2.1%
CCN(CC)S(=O)(=O)c1ccc2c(c1)nc(SCC(=O)N1CCCCCC1)n2-c1ccc(OC)cc1,-13.4%,0.0%,-1.7%,12.4%,5.17µM*,3.4%,-3.9%,0.6%,-0.3,5.1%,-4.0%
COCC1CCCN(Cc2nc(Cc3ccccc3)no2)C1 (stereo not given),-26.0%,-1.2%,17.7%,-5.3%,9.0%,6.8%,0.6%,9.1%,-6.4,-12.8%,-0.1%
CCN(CC)S(=O)(=O)c1ccc(/C=C/C(=O)Nc2ccccc2N2CCOCC2)cc1,·,-1.3%,10.8%,0.9%,?,12.7%,2.3%,2.6%,24.3,3.5%,-7.1%
NS(=O)(=O)c1ccc(CCNC(=O)Cc2ccc(S(=O)(=O)N3CCCC3)s2)cc1,·,-2.2%,-1.8%,5.7%,44.9%,5.6%,-6.8%,6.5%,2.4,-0.1%,0.1%
CCC(C)NC(=O)Nc1ccc(Br)cc1Cl (stereo not given),5.4%,-4.0%,-6.4%,-5.1%,-12.0%,2.4%,-1.7%,10.7%,6.3,-1.9%,-4.5%
COC(=O)COc1ccc(S(=O)(=O)Nc2ccc3c(c2)OCO3)cc1Cl,11.4%,25.5%,-16.7%,-7.5%,-0.7%,0.7%,-3.2%,-1.1%,6.0,3.8%,0.2%
O=C(OCCn1cncn1)c1cc2ccccc2oc1=O,8.9%,11.1%,?,3.5%,11.2%,2.5%,-5.5%,-20.5%,2.2,-2.8%,-1.5%
Cc1ccccc1NC(=O)NCC1CCCO1 (stereo not given),-5.3%,-0.2%,1.1%,6.9%,·,-4.3%,·,-7.1%,15.8,7.9%,·
C/C(Cl)=C/CSc1nn2c(=O)c3ccccc3nc2s1,-17.6%,4.7%,0.4%,2.5%,?,11.9%,?,19.1%,21.6,12µM*,?
O=C(NCCO)C1CCN(C(=O)c2ccc(-c3ccccc3)cc2)CC1,-0.6%,1.2%,-3.4%,9.0%,7.7%,-9.9%,-0.4%,4.2%,-0.9,5.4%,-0.5%
Cc1c(OCc2ccccc2)c(=O)ccn1Cc1ccc(Cl)cc1,3.7%,6.5%,2.7%,0.5%,?,12.8%,-6.4%,-19.3%,-2.1,-1.0%,1.1%
N#Cc1c(-c2ccc(Cl)cc2)cc(-c2cccs2)nc1SCC(=O)O,33.2%[activator],·,19.2%,-16.6%,-27.7%,14.3%,0.7%,12.2%,2.3,?,-11.4%
COc1ccccc1N(CC(O)COc1c(C)cc(C)cc1C)S(=O)(=O)c1ccccc1 (stereo not given),-4.9%,-0.9%,0.7%,-7.5%,?,26.7%,-0.3%,41.3%,-31.9,2.2%,-6.8%
O=C(CSc1nc(=O)n(CCCN2CCOCC2)c2c1CCCC2)Nc1ccc(F)cc1,·,·,·,·,-0.3%,-0.5%,0.7%,·,-10.4,-1.7%,-2.0%
NC(=O)CC(NC(=O)c1ccccc1)c1ccc(NCCOc2ccccc2)c([N+](=O)[O-])c1 (stereo not given),·,-0.6%,?,1.6%,5.2%,2.9%,-1.4%,6.1%,-2.7,-14.3%,-0.6%
COC(=O)CSc1nnc(CNC(=O)c2cc(OC)c(OC)c(OC)c2)n1C,-7.7%,-2.6%,0.0%,-8.8%,0.6%,1.9%,-2.2%,-0.4%,-0.3,0.6%,13.8%
Cc1ccc(NC(=O)COC(=O)c2ccn(C)n2)cc1,10.7%,5.2%,2.1%,1.0%,?,-3.9%,-2.6%,5.1%,?,-5.9%,-10.2%
Cc1cc(C)c(OCC(=O)Nc2ccc(NC(=O)c3ccco3)cc2)c([N+](=O)[O-])c1,-6.4%,4.3%,7.9%[11.5 µM],-2.7%,-12.0%,20.1%,-1.7%,1.9%,6.9,-1.2%,1.7%
CCC1(COC(=O)Nc2cccc(Cl)c2)COC1,14.7%,1.8%,-5.6%,24.4%,?,1.9%,27.5%,40.7%,4.1,?,21.1%
Cc1cc(C(=O)Nn2cnnc2)ccc1[N+](=O)[O-],12.7%,0.6%[11.5 µM],?,-2.9%,8.2%,0.1%,1.3%,-6.0%,16.3,-4.0%,17.6%
N#Cc1ccc(NC(=S)Nc2ccccc2)cc1,12.8%,1.8%,·,-2.0%,-0.3%,-3.5%,2.3%,-16.7%,4.3,-0.3%,-2.2%
COc1ccc(S(=O)(=O)N2CCN(c3ncccn3)CC2)cc1OC,-4.5%,7.3%,-16.2%,-13.6%,-7.0%,-0.1%,7.0%,-24.0%,-18.4,-5.6%,0.0%
Cc1ccccc1NC(=O)CSc1nc(O)cc(=O)n1C,·,2.6%,-4.9%,5.3%,-3.7%,-1.5%,0.0%,5.5%,-10.5,-0.2%,4.0%
O=C(Nc1ccnn1C1CCN(C(=O)c2cccc(C(F)(F)F)c2)CC1)C1CC1,·,-4.7%,1.6%,8.8%,-1.2%,0.6%,-0.5%,8.6%,·,-1.2%,-0.6%
CCCCCc1ccc(S(=O)(=O)NCCc2ccncc2)cc1,-11.0%,10.5%,-0.8%,-25.5%,?,3.2%,1.3%,21.4%,-2.1,-1.2%,-6.9%
Cc1ccccc1CS(=O)(=O)CCC(=O)NCc1ccccn1,13.6%,-0.8%,5.1%,-11.2%,12.5%,-0.2%,1.0%,14.9%,5.6,0.9%,-0.7%

# Assay outcomes: PubChem, National Center for Advancing Translational Sciences (NCATS)
